Screening results: PubChem, several laboratories
Keap1 Nrf2 FP: Keap1-Nrf2 (human) interaction inhibition; Q14145; inhibition, % at 9.4 µM; 340,000 tested, 0.15% active; Keap1 Kelch-Nrf2 peptide fluorescence polarization, 1536-well; in the data active means inhibition above about 12%;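 further: human Keap1 Kelch domain with fluorescein labeled Nrf2 9mer peptide probe; 0% = neutral control wells and 100% = peptide positive control; higher means more block of Keap1 binding to Nrf2 peptide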
cardiac RTF act: increases calcium sensitivity of human cardiac regulated thin filaments | P19429+P45379 | 340,000 tested, 0.24% active | IANBD-labeled TnC RTF fluorescence at EC20 calcium; 0% EC20 calcium, 100% full calcium | AID 493008 | activation, % at 7.2 µM;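 active means activation above the mean over all tested compounds plus 3 SD, cut at about 30% in these data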;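 further: rise in fluorescence read as greater calcium sensitivity of cardiac thin filaments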
MOR-DOR inv ag: inverse agonists of human mu-delta opioid receptor heterodimerization | P35372+P41143 | cell-based MOR-DOR heterodimer luminescence, inverse agonism | inhibition, % at 9.3 µM | 340,000 tested, 0.21% active; in the data active means inhibition above about 22%, passing the limit was not always enough;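 further: 0% = cells with DMSO and 100% = wells without cells with DMSO; values of inactives mirror those of a sister screen read the other way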
Target sequence (P35372 whole entry, looked up): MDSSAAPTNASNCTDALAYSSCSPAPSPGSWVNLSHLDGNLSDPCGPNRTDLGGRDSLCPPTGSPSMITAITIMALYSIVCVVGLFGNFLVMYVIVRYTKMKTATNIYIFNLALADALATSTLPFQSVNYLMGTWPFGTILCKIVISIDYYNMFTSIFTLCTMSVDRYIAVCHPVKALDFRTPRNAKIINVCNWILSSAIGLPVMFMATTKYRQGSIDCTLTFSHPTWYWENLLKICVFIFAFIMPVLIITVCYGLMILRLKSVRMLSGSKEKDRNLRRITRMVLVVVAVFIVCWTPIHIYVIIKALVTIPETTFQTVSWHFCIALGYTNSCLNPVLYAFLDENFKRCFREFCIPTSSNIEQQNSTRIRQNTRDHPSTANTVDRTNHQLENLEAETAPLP
Target sequence (P41143 whole entry, looked up): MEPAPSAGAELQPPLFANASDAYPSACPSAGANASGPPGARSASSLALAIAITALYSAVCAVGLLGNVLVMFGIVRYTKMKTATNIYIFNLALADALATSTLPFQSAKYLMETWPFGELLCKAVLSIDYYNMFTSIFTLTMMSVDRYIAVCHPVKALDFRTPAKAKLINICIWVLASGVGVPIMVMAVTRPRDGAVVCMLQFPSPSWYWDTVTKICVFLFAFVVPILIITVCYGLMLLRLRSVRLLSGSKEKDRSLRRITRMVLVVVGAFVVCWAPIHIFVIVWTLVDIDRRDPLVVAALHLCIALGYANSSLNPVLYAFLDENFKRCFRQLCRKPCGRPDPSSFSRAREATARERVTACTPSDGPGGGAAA
RTF Ca sens inh: cardiac RTF calcium desensitization. P19429+P45379. IANBD-labeled cardiac RTF, Ca2+ fluorescence. inhibition, % at 7.15 µM. 340,000 tested, 0.12% active;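 active means inhibition above the mean inhibition of all tested compounds plus 3 SD, cut at about 17% in these data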;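 further: assay run at fixed EC70 calcium of 1.6 mM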
HTR5A ag: activates human HTR5A in OPRM1-OPRD1 agonist counter-screen; P47898; HTR5A agonist assay, luminescence, cell-based; activation, % at 9.3 µM; 340,000 tested, 0.61% active; AID 504692; in the data active means activation mostly above about 9.5%, no sharp cut-off; inactive means mostly below about 7.6%;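 further: 0% = cells with vehicle only and 100% = reference agonist; strong numbers were not always called active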
C-LANA FP: KSHV C-LANA DNA binding inhibition; 340,000 tested, 0.078% active; inhibition, % at 9 µM; MBP-C-LANA/FAM-LBS DNA binding, fluorescence polarization;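 active means highest replicate inhibition at or above 60% at 9 µM, even if other replicates fall short; inactive means all replicates below 60% inhibition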;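 further: 0% = neutral control wells and 100% = 4 µM acridine orange control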
CAL PDZ FP: CAL PDZ (human) peptide binding inhibition. Q9HD26. purified CAL PDZ, TMR-peptide fluorescence polarization, 1 h. inhibition, % at 24.9 µM. 300,000 tested, 0.92% active;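 active means mean inhibition of at least 30% with at least half of replicates also reaching 30%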;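 further: 0% = DMSO neutral control and 100% = excess unlabeled competitor peptide PRC23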
MOR-DOR ag: OPRM1-OPRD1 heterodimerization agonism; activation, % at 9.3 µM; cells, luminescence; AID 504326; 340,000 tested, 0.3% active; P35372+P41143; in the data active means activation above about 18%;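 further: 0% = vehicle-treated cells and 100% = reference agonist; values of inactives mirror those of a sister screen read the other way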
V-ATPase pH: yeast V-ATPase proton transport regulation by pHLuorin; S. cerevisiae, pHLuorin cytosolic pH fluorescence; AID 504577; 350,000 tested, 0.37% active; response, % at 10 µM; in the data active means response mostly above about 7.3%, no sharp cut-off; inactive means mostly below about 5.4%; further: actives read high; inactives centre near 0; some compounds called inactive have numbers as strong as hits; reference of the scale not given here
HTR5A inv ctr: counter-screen for OPRM1-OPRD1 inverse agonists: human HTR5A inverse agonism; HTR5A cell line, luminescence; AID 504634; P47898; inhibition, % at 9.3 µM; 340,000 tested, 0.083% active; in the data active means inhibition mostly above about 23%, no sharp cut-off; inactive means mostly below about 18%;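 further: 0% = cells with DMSO and 100% = no-cell wells with DMSO; some compounds called inactive have numbers as strong as hits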
Numbers without * were called inactive; x = no result given; & = joins results of further samples. Rows are unselected (roughly 2.8% active in at least one column).

SMILES	Keap1 Nrf2 FP	cardiac RTF act	MOR-DOR inv ag	RTF Ca sens inh	HTR5A ag	C-LANA FP	CAL PDZ FP	MOR-DOR ag	V-ATPase pH	HTR5A inv ctr
Cc1cc(C(=O)N2CCCC(N3CCN(c4cccc(C(F)(F)F)c4)CC3)C2)nn1C (configuration not stated)	-3	7	11	-6	-1	0.8	2	-2.2	2	-16
CCCCNC(=O)c1ccc(CNc2c(N3CCC(C(=O)OCC)CC3)c(=O)c2=O)cc1	0&0	-7&-2	2&19	-7&-9	2&3	0.0&-2.2	1&11	-0.4&-3.6	6&1	-9&-49
CC1(C)CC(N2CCCCC2)=CC(=[N+]2CCCCC2)C1	-1	2	6	-10	3	-2.0	2	-1.2	28	-8
CCOC(=O)c1c(C)oc2c1c1c(c3ccccc32)OCN(Cc2cccnc2)C1	-8	4	-49	-5	5	0.9	-1	9.9	4	-12
Cc1c(NC(=O)NC(C)N2C(=O)C3C4C=CC(C4)C3C2=O)c(=O)n(-c2ccccc2)n1C (configuration not stated)	-4	9	3	-13	-1	0.9	-4	-0.5	-1	-10
Cn1nc(C(=O)Nc2ccccc2N2CCCC2)c2ccccc2c1=O	-5	3	-9	-9	1	-1.9	-4	2.1	-8	-4
O=C(Cc1ccccc1)OCC(=O)c1cccc([N+](=O)[O-])c1	5	-3	52*	-8	0	-0.6	47*	-13	1	1
Cc1cccc2c1N(CCCOc1ccccc1)C(=O)C2=O	-3	-9	26	-1	-3	1.0	3	-4.5	1	-23
COc1ccccc1CN1CCN(Cc2ccc3ccccc3c2)CC1	3	4	6	-11	-1	-1.7	0	-1.2	3	5
Cc1cc(NC(=O)CSc2nnc(COc3cccc(C)c3C)n2Cc2ccco2)no1	-4	0	-12	1	2	-2.4	-2	2.2	4	9
COc1ccc(C2=Nn3c(nnc3-c3ccco3)SC2)cc1	0	0	16	-5	1	1.2	-3	-3.4	3	-3
Cc1occc1C(=O)Nc1cccc([N+](=O)[O-])c1C	0	-1	17	-5	3	-1.2	1	-3.2	1	-11
CCOC(=O)Nc1ccc(S(=O)(=O)Nn2cnnc2)cc1	-1	-3	2	-1	-2	0.4	-4	-0.3	0	-8
CCN(CC)CCCn1c(C)cc2c(c1=O)C(c1ccccc1)C(C#N)=C(N)O2 (configuration not stated)	0	-2	-7	-1	-5	1.6	-2	1.3	1	-3
COc1cccc(C2CC3(CC(C)(C)NC(=S)N3)Oc3cc(O)ccc32)c1 (configuration not stated)	-3	-5	-1	-8	-3	0.0	-5	0.2	-2	-4
O=C(CCn1cnnn1)Nc1ccc(Cl)c(Cl)c1	-5	2	11	1	-1	-1.4	-5	-1.7	-1	3
CNC(=O)c1ccc(NC(=O)CC2SC(N3CCCC3)=NC2=O)cc1 (configuration not stated)	-2	-6	8	-6	-2	-0.8	x	-1.4	1	7
O=C(COc1ccccc1)Nc1nc2cc3c(cc2s1)OCCO3	1	-2	5	1	11	1.8	x	-1.3	-5	-28
CCOC(=O)c1cnc(SCC(=O)Nc2cc(C(F)(F)F)ccc2N2CCOCC2)nc1N	1	-4	12	1	-5	-0.5	5	-3.0	3	0
COc1ccc(-n2c(Cc3cccn3C)nnc2SCC(=O)NCc2ccco2)cc1	-2	-1	14	-8	-1	-3.9	-5	-2.8	3	2

Taken from above:
Result of CCOC(=O)c1cnc(SCC(=O)Nc2cc(C(F)(F)F)ccc2N2CCOCC2)nc1N under HTR5A ag: -5
Result of CCN(CC)CCCn1c(C)cc2c(c1=O)C(c1ccccc1)C(C#N)=C(N)O2 (configuration not stated) under MOR-DOR ag: 1.3

The listing picks up with the 4 entries that preceded the break.
SMILES	Keap1 Nrf2 FP	cardiac RTF act	MOR-DOR inv ag	RTF Ca sens inh	HTR5A ag	C-LANA FP	CAL PDZ FP	MOR-DOR ag	V-ATPase pH	HTR5A inv ctr
CNC(=O)c1ccc(NC(=O)CC2SC(N3CCCC3)=NC2=O)cc1 (configuration not stated)	-2	-6	8	-6	-2	-0.8	x	-1.4	1	7
O=C(COc1ccccc1)Nc1nc2cc3c(cc2s1)OCCO3	1	-2	5	1	11	1.8	x	-1.3	-5	-28
CCOC(=O)c1cnc(SCC(=O)Nc2cc(C(F)(F)F)ccc2N2CCOCC2)nc1N	1	-4	12	1	-5	-0.5	5	-3.0	3	0
COc1ccc(-n2c(Cc3cccn3C)nnc2SCC(=O)NCc2ccco2)cc1	-2	-1	14	-8	-1	-3.9	-5	-2.8	3	2
CCN(CC)c1ccc(C(=O)c2ccccc2C(=O)O)c(O)c1	-6	3	14	-9	4	3.2	x	-2.9	2	-10
O=S(=O)(c1ccc2ccccc2c1)N1CCN(S(=O)(=O)N2CCOCC2)CC1	3	-2	8	1	-1	2.8	2	-1.8	-3	1
Oc1c(C=C2N=c3ccccc3=N2)sc(=S)n1-c1ccc2ccccc2c1	-2	-1	-29	-1	-2	-0.1	-2	5.2	-1	5
CCn1c2ccccc2c2cc(NS(=O)(=O)c3ccc(C)cc3)ccc21	-2	0	-59	-26	9	-0.8	-7	10	0	-25
CCOc1ccc(C=NN2CCCCCC2)cc1OCC	0	-1	3	-6	2	-0.9	-3	-0.6	1	-8
COc1ccc(NC(=O)CSCC(=O)Nc2ccc(C)c(S(=O)(=O)N3CCCCCC3)c2)cc1	-3	-2	-10	0	-5	-0.7	-2	1.5	-1	14
CC(/C=C/c1ccccc1F)=N\NC(=O)c1cccc(F)c1	1	0	5	1	-2	0.1	x	-0.9	-2	-5
c1cc2c3c(cccc3c1)C(N1CCOCC1)=N2	-1	x	x	x	x	4.8	0	x	2	x
CC(C)(C)C(=O)NC(=S)Nc1ccc(Cl)c(C(=O)O)c1	-4	3	7	-13	-2	0.1	x	-1.3	3	5
COC(=O)c1sccc1NC(=O)Nc1cc(C)cc(C)c1	2	-6	-29	-2	9	1.4	-6	5.5	2	-17

3 compounds from above, sorted by the number in C-LANA FP, highest first:
SMILES	C-LANA FP
CCN(CC)c1ccc(C(=O)c2ccccc2C(=O)O)c(O)c1	3.2
COc1cccc(C2CC3(CC(C)(C)NC(=S)N3)Oc3cc(O)ccc32)c1 (configuration not stated)	0.0
O=C(Cc1ccccc1)OCC(=O)c1cccc([N+](=O)[O-])c1	-0.6

(continued)
SMILES	Keap1 Nrf2 FP	cardiac RTF act	MOR-DOR inv ag	RTF Ca sens inh	HTR5A ag	C-LANA FP	CAL PDZ FP	MOR-DOR ag	V-ATPase pH	HTR5A inv ctr
COc1cc(CNCCc2ccccc2)ccc1OCC(N)=O	-2	9	14	-5	4	0.3	4	-2.7	3	-11
Cc1cccc(NC(=O)c2ccc(Cl)nc2)n1	-1	-3	25	10	-4	2.1	-6	-4.9	2	10
O=C(CSc1ccc2nnc(-c3cccnc3)n2n1)NCc1ccco1	-2	-1	17	-3	4	0.5	-9	-2.8	2	-12
CCCn1c(C)cc(C(=O)CSc2nc3nc(C)cc(C)n3n2)c1C	-2	0	13	-5	0	1.9	-1	-2.6	1	-1
Cc1cccc(C(=O)NCC(=O)N2CCN(S(=O)(=O)c3ccc4c(c3)OCCO4)CC2)c1	5	-3	-4	-13	-3	0.6	5	0.9	1	7
C/C(=N\NC(=O)c1ccc(Cn2cc(Br)cn2)o1)c1cccc(NC(=O)C(C)(C)C)c1	-1	-2	8	3	-1	-0.4	8	-1.3	-2	-15
CCOC(=O)CNC(=S)N(CCCN1CCN(C)CC1)Cc1cccs1	0	-3	-5	-2	-4	-2.0	-7	1.0	-1	15
N#Cc1ccsc1NC(=O)COC(=O)c1ccc(NC(N)=O)cc1	x	-5	16	-5	-2	x	-3	-3.3	-3	5
CCCC(=O)NC(c1ccco1)c1cc([N+](=O)[O-])c2cccnc2c1O (configuration not stated)	0	-2	-6	6	4	0.0	-2	1.1	1	-12
CCOC(=O)CC(c1ccc(N)cc1)n1c(C)ccc1C (configuration not stated)	0	-5	15	-7	-1	-2.1	2	-3.0	0	13

Shown as a hit in CAL PDZ FP, of those listed so far:
SMILES	Keap1 Nrf2 FP	cardiac RTF act	MOR-DOR inv ag	C-LANA FP	CAL PDZ FP	MOR-DOR ag	V-ATPase pH
O=C(Cc1ccccc1)OCC(=O)c1cccc([N+](=O)[O-])c1	5	-3	52*	-0.6	47*	-13	1

Other results.
SMILES	Keap1 Nrf2 FP	cardiac RTF act	MOR-DOR inv ag	RTF Ca sens inh	HTR5A ag	C-LANA FP	CAL PDZ FP	MOR-DOR ag	V-ATPase pH	HTR5A inv ctr
CC(C)CCC1(CCO)C(=O)N=C(N)NC1=O (configuration not stated)	-1	1	6	-6	-3	0.7	-1	-1.1	-1	12
CCN(CC)c1ccc(C(=O)OCC(=O)Nc2cc3oc4ccccc4c3cc2OC)cc1	-2	1	1	-7	3	-1.0	6	-0.3	2	-8
CN(Cc1nc(C(c2ccccc2)c2ccccc2)no1)CC1COCCO1 (configuration not stated)	1	11	8	-8	-3	-3.5	x	-1.6	11*	8
COc1cc(/C=N/N2C(=O)C3C4C=CC(CC4)C3C2=O)ccc1O (configuration not stated)	-3	x	x	x	x	-0.4	1	x	2	x
Cc1cc(NC(=O)CCCOc2ccc(Cl)cc2Cl)no1	-7	6	-24	-4	-4	-0.4	-2	4.2	2	7
C(=N\Nc1nc(-c2ccccc2)cs1)/c1cccnc1	-3	-3	-9	1	3	3.0	x	1.6	4	-5
Cc1cnc(CN(C)C(=O)CC2C(=O)NCCN2Cc2cccc(F)c2F)[nH]1 (configuration not stated)	2	6	16	-10	4	0.3	-7	-2.9	3	4
O=C(N=C1SC2CS(=O)(=O)CC2N1Cc1ccccc1)C1CCCCC1 (configuration not stated)	-6	0	-31	0	-4	0.0	x	6.1	4	5
COc1ccc(-c2cccc(NS(=O)(=O)c3ccccc3[N+](=O)[O-])c2)nn1	0	3	3	-8	-4	2.3	x	-0.4	-2	2
Cc1ccc(C)c(NC(=O)CCC(=O)N/N=C2/CC(=O)CC(C)(C)C2)c1	-4	5	9	-1	1	-0.7	x	-1.7	4	-2
O=C1CS/C(=N/N=C/c2ccc(OS(=O)(=O)c3ccccc3)cc2)N1	-4	3	0	-6	0	-0.5	1	0.0	0	13
CC1=NN(C(=O)Cc2ccc(C)cc2)C(O)(c2cccnc2)C1 (configuration not stated)	3	6	13	-12	-3	-0.6	0	-2.5	2	14
COc1ccc(CNC(=O)COC(=O)CNC(=O)c2sc3ccccc3c2Cl)cc1OC	-2	-3	18	-5	-3	-1.4	-5	-4.7	7	0
Cc1nn(CC(=O)N(C)C2CCC(C)CC2)c(C)c1S(=O)(=O)N(C)C (configuration not stated)	2	-4	-1	-5	6	0.4	0	0.2	-2	-16
Cn1c(=O)c2c(nc(NCc3ccccc3)n2CCCc2ccccc2)n(C)c1=O	2	1	-34	5	3	-0.7	-2	6.0	1	-68
O=C(Nc1ccc2c(c1)CCCN2C(=O)c1ccccc1)c1ccccc1Br	-4	-4	8	-10	0	1.2	x	-1.6	-2	0
